LMPTP block: blocks human LMPTP phosphatase; recombinant LMPTP-A, OMFP fluorogenic substrate, fluorescence intensity; P24666; 360,000 compounds, 0.22% hits; AID 651560; inhibition, % at 20 µM;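 active = compounds that cut the enzyme signal by at least half of the control window in the single-dose screen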;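 also: plate controls were DMSO wells with enzyme plus substrate for no effect and substrate without enzyme for full effect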
Target sequence (P24666 whole entry, looked up): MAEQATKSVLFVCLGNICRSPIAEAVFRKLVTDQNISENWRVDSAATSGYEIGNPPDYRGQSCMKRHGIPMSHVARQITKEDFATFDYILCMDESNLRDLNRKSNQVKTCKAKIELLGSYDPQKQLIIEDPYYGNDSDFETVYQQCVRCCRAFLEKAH
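Test system: LMPTP-A, protein tyrosine phosphatase of low molecular weight; Input: 0.625 nM enzyme; Incubation: 50 min dark incubation at room temperature; Signal: endpoint fluorescence intensity from OMFP dephosphorylation; Read-out basis: % inhibition versus control wells.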
SUMO1 PPI mod: modulators of human SUMO1-mediated protein-protein interactions | P63165 | SUMO1 binding to a labelled peptide, TR-FRET, 1 h | inhibition, % at 20 µM | 360,000 compounds, 0.33% hits; in the data active = inhibition above about 37%
Target sequence (P63165 whole entry, looked up): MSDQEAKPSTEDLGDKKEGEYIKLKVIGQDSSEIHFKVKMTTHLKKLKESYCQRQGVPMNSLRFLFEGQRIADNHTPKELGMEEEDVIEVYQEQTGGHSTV
Rpn11 block: inhibitors of human proteasome Rpn11. O00487. human 26S proteasome, Ub4-pepOG fluorescence polarization; 20S core pre-blocked with epoxomicin. calls only at 20 µM. 360,000 compounds, 0.59% hits;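 active = inhibition at 20 µM, scaled to each plate's controls, above about 33%, limit read from the data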
STEP inh: inhibitors of human striatal-enriched phosphatase STEP | AID 588621 | recombinant STEP, OMFP fluorogenic substrate, fluorescence | P54829 | 360,000 compounds, 0.25% hits | inhibition, % at 20 µM;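 active = inhibition at 20 µM, scaled per plate between control wells, above about 37%, limit read from the data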;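 also: 0% = DMSO with enzyme and substrate and 100% = substrate only without enzyme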
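Material: STEP (striatal-enriched tyrosine phosphatase) enzyme, cell-free | Medium: 50 mM Bis-Tris pH 6.0 with 2.5 mM DTT and 0.005% Tween 20 | Read-out: Percent inhibition scaled to no-enzyme and uninhibited-enzyme controls, plate-pattern corrected | Signal: Fluorescence read at 480 nm ex / 540 nm em | Times: 20 min reaction, room temperature, in the dark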
CSN inh: blocks human CSN-mediated cullin deneddylation; Q92905; Purified CSN, SCF-Nedd8-OG deneddylation, fluorescence polarization; inhibition, % at 12.5 µM; 360,000 compounds, 0.38% hits; AID 651999;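 active = pattern-corrected inhibition above about 35%, with an unprinted fluorescence ratio check between 0.5 and 1.5, limit read from the data, passing the limit was not always enough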;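 also: 0% = enzyme with substrate and 100% = substrate without enzyme; some results filed as inactive read as strong as hits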
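Assay system: purified human Csn5 enzyme expressed in HEK293T cells; measure: % inhibition; also added: SCFSkp2-Nedd8OG substrate at 10 nM final; technique: fluorescence polarization; times: reaction 90 min, room temperature; medium: Tris buffer pH 7.5, NaCl, DTT, Tween-20, trehalose, ovalbumin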
DNMT1 block: blocks human DNA methyltransferase DNMT1 | P26358 | DNMT1 molecular beacon, Hinp1I cleavage, fluorescence | inhibition (reported as % activation of signal), % at 10 µM | 360,000 compounds, 0.83% hits; in the data active = inhibition above about 50%
NadD inh: blocks S. aureus nicotinate mononucleotide adenylyltransferase; purified NadD enzyme, colorimetric absorbance read-out; inhibition, % at 20 µM; 360,000 compounds, 0.78% hits; AID 602399; in the data active = inhibition above about 26%; also: some compounds past the cut are filed as inactive
Rin1-Abl PPI inh: inhibitors of human Rin1-Abl protein interaction; 360,000 compounds, 0.4% hits; inhibition, % at 7.35 µM; AID 588664; P00519+Q13671; TR-FRET Rin1/Abl binding, biochemical; in the data active = inhibition above about 5%, passing the limit was not always enough
Scp1 inh: Scp-1 (human) phosphatase inhibition; Q9GZU7; Recombinant Scp1, phosphopeptide, malachite green phosphate absorbance; inhibition, % at 20 µM; 340,000 compounds, 0.88% hits;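 active = inhibition above about 50% at 20 µM, limit read from the data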;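 also: plate controls were DMSO wells with enzyme for no effect and wells lacking enzyme for full effect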
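Test system: SCP-1 phosphatase catalytic domain, residues 76-261; measured by: colorimetric phosphate reagent with accelerator and stabiliser, absorbance at 630 nm; timing: enzyme reaction 45 min at room temperature, colour 5 min, stabilisation 30 min; also added: Phosphorylated 17-residue peptide substrate; compound dosing: one concentration, 20 µM, with 1.0% DMSO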
Neddyl block: cullin neddylation inhibition. 360,000 compounds, 0.58% hits. P61081+Q13564. calls only at 25 µM. TR-FRET cullin neddylation, biochemical; in the data active = inhibition above about 36%
Target sequence (P61081 whole entry, looked up): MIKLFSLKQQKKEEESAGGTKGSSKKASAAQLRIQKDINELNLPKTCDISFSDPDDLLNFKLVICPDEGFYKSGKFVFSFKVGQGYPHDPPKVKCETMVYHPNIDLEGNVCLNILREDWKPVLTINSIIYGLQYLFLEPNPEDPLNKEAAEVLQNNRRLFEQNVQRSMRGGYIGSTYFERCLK
Target sequence (Q13564 whole entry, looked up): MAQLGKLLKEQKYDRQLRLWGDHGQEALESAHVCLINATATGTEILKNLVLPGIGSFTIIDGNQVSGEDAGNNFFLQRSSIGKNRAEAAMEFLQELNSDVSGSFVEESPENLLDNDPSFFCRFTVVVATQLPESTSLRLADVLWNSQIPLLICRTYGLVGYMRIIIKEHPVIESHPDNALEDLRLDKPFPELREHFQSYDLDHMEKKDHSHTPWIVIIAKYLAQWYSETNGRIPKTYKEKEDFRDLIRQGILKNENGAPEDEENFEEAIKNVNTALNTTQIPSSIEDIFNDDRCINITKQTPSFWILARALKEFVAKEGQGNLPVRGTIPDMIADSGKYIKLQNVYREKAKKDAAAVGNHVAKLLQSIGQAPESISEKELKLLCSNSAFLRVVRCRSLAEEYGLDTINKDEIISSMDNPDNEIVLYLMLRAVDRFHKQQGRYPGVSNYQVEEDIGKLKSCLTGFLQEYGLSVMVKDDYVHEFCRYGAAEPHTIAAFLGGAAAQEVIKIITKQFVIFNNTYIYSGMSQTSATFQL
The depositor's hits bear a star; i = inactive; / = not tested or not shown; + = active, no number.

LMPTP block	SUMO1 PPI mod	Rpn11 block	STEP inh	CSN inh	DNMT1 block	NadD inh	SMILES	Rin1-Abl PPI inh	Scp1 inh	Neddyl block
0.2	-9	i	0	2	-2	5	CCOn1c(=O)c(-c2cc(OC)ccc2OC)[n+]([O-])c2ccccc21	0	-2	i
-2.5	4	i	2	3	4	1	CCOC(=O)N1CCC(NC(=O)CCc2cn(C)c3ccccc23)CC1	1	15	i
-1.9	-5	i	3	1	4	-1	CC1(C)C(=O)C2(CCCC2)C(=O)OC1c1ccco1 (stereo not drawn)	-1	5	i
-0.1	0	i	1	0	-9	8	COc1ccc(NS(=O)(=O)c2cc(NC(=O)c3ccc(S(=O)(=O)N(C)C)cc3)ccc2N2CCOCC2)cc1	0	-21	i
0.2	1	i	-1	5	-5	6	N#Cc1ccsc1NC(=O)COC(=O)c1cc2ccccc2cc1O	0	-2	i
1.2	-23	i	-2	1	-2	-2	O=C(N/N=C/c1cccc2ccccc12)c1cccs1	-1	-10	i
-1.7	0	i	-2	1	-2	-3	COc1ccc(-c2nnc(SCc3ccccc3)n2N)cc1	-3	3	i
-2.0	2	i	-2	3	2	-14	O=C(Nc1cccc(F)c1)C1CCN(S(=O)(=O)c2cnc[nH]2)CC1	6	-3	i
-2.0	-10	i	-2	1	3	-2	CNc1cncc(-c2ccccc2CO)n1	-1	/	/
0.3	0	i	-1	-4	1	-7	Cc1ccc(OCCNC(=O)CCC(=O)N2CCOCC2)cc1	3	-11	i
1.2	2	i	0	-1	-3	-5	Cc1nn(-c2cccc(Cl)c2)c2nc(-c3ccncc3)cc(C(=O)N3CCOCC3)c12	3	7	/
-0.4	-14	i	-3	0	3	-3	COc1ccc(-n2nc(C(=O)NCC(=O)Nc3cccc(NC(C)=O)c3)c3ccccc3c2=O)cc1	-3	3	i
-0.2	-2	i	3	3	8	7	Cc1ccc(S(=O)(=O)Cn2nnnc2C(c2ccc(F)cc2)N2CCC(C(N)=O)CC2)cc1 (stereo not drawn)	2	-10	i
0.1	0	i	-1	-4	-1	-1	CC1(C)Cc2noc(N)c2C(C)(C)N1OC(=O)c1ccccc1	-3	1	i
-1.3	3	i	1	-1	3	-7	CC(C)NCC(O)COCCOc1ccc(Cl)cc1 (stereo not drawn)	-1	1	+
-0.1	-3	i	0	5	0	4	CNC(=O)c1c(Cl)cnn1-c1ccc(C)cc1	-4	-1	i
-2.0	3	i	-1	2	2	1	COc1ccc(C(c2sc3nc(C)nn3c2O)N2CCCCC2)cc1 (stereo not drawn)	-3	-9	i
-0.8	2	i	-1	4	2	-2	Cc1cc(=O)n(CC(=O)O)c2ccccc12	-1	-1	i
0.1	-5	i	-2	1	18	-1	NC(=S)N/N=C/c1ccccc1O	-3	-14	/
0.1	2	i	-6	2	-2	4	CCN(CC)C(=O)c1sc(NC(=O)c2ccoc2C)c(C(=O)OC)c1C	-2	3	i
-0.7	-3	i	-1	5	-1	1	O=C(Nc1ccc(F)cc1)C1CCCN(S(=O)(=O)c2ccc3[nH]c(=O)ccc3c2)C1 (stereo not drawn)	-1	-4	i
1.4	8	i	-2	-3	-2	15	Cc1c(CC(=O)N2CCN(C(=O)C3COc4ccccc4O3)CC2)c(=O)oc2cc(O)cc(O)c12 (stereo not drawn)	-2	1	i
-0.4	-5	i	2	4	0	-3	Cn1c(SCC(=O)Nc2ccccc2F)nc2c(c1=O)SCC2	-1	-7	i
0.5	0	i	0	-4	-3	-4	O=C(CCCn1c(=S)[nH]c2cc3c(cc2c1=O)OCO3)N1CCN(C2CCCCC2)CC1	-4	-2	i
-1.6	-1	i	1	-4	-1	3	O=C(c1ccc2n[nH]nc2c1)N1CCN(c2ccc(C(F)(F)F)cn2)CC1	1	-1	i
-0.5	6	i	-2	-7	0	-3	O=C(CC1c2ccccc2Oc2ccccc21)Nc1ccccc1F	1	-1	i
2.5	-25	i	0	5	-4	-3	COc1cc(C=C2Cc3ccccc3C2=O)cc(OC)c1OC	-3	/	i
-1.6	-1	i	0	3	-1	-6	COc1cccc(C2C(C#N)=C(N)Oc3c2oc(CO)cc3=O)c1 (stereo not drawn)	2	-6	i
-0.1	-45	i	0	11	-6	-7	O=C(NCCc1ccccc1F)c1cccc2cccnc12	-3	-1	i
0.0	-14	i	0	3	-5	-2	Fc1ccc(-c2ccc(/C=N\n3cnnc3)o2)cc1Cl	-1	8	i

A draw from above in order of SMILES length, descending:
LMPTP block	SUMO1 PPI mod	Rpn11 block	STEP inh	CSN inh	DNMT1 block	NadD inh	SMILES	Rin1-Abl PPI inh	Scp1 inh	Neddyl block
-0.4	-14	i	-3	0	3	-3	COc1ccc(-n2nc(C(=O)NCC(=O)Nc3cccc(NC(C)=O)c3)c3ccccc3c2=O)cc1	-3	3	i
-0.4	-5	i	2	4	0	-3	Cn1c(SCC(=O)Nc2ccccc2F)nc2c(c1=O)SCC2	-1	-7	i
0.3	0	i	-1	-4	1	-7	Cc1ccc(OCCNC(=O)CCC(=O)N2CCOCC2)cc1	3	-11	i
-1.7	0	i	-2	1	-2	-3	COc1ccc(-c2nnc(SCc3ccccc3)n2N)cc1	-3	3	i
-0.8	2	i	-1	4	2	-2	Cc1cc(=O)n(CC(=O)O)c2ccccc12	-1	-1	i

Later entries.
LMPTP block	SUMO1 PPI mod	Rpn11 block	STEP inh	CSN inh	DNMT1 block	NadD inh	SMILES	Rin1-Abl PPI inh	Scp1 inh	Neddyl block
4.3	-5	i	-3	6	4	-5	Cc1oc(-c2ccc(Cl)cc2)nc1CS(=O)CC(=O)NCCCN1CCCC(C)C1 (stereo not drawn)	2	-1	i
1.3	3	i	0	0	-1	2	O=C(CN1CCCSc2ccccc21)N1CCN(S(=O)(=O)c2ccccc2)CC1	1	-4	i
-0.1	-3	i	2	2	2	2	CCCc1cc(=O)[nH]c(Nc2ccc(N3CCCCC3)cc2)n1	-1	-5	i
-0.8	3	i	3	1	-1	1	CCCCn1nnnc1SCC(=O)N1CCOCC1	0	-8	i
1.6	2	i	-1	0	-6	8	COc1ccc(-c2cc(C(=O)N3CCN(c4ccccc4)CC3)c3ccccc3n2)cc1	-3	-3	/
-2.4	-9	i	-2	-2	2	-1	COCCCNc1nc2nonc2nc1N(C)CC1CCCN1C (stereo not drawn)	-1	-13	i
7.6	-1	i	1	12	21	-1	COc1ccc(CCNC(=O)c2cc(-c3ccccc3)on2)cc1OC	-4	-6	i
-0.3	-1	/	/	1	/	9	CCOC(=O)[C@]12CCC=C1N(Cc1ccco1)C(=O)[C@H](CC(=O)N1CCCCC1)C2	/	/	i
-1.2	6	i	2	3	3	-2	COC(=O)C1=C(C)N(CCCC(=O)O)C(=O)NC1c1cccc(Cl)c1Cl (stereo not drawn)	-1	-3	i
-1.0	19	i	-4	-5	-6	15	COc1cc(/C=C2\S/C(=N/S(=O)(=O)c3ccc(C)cc3)NC2=O)c([N+](=O)[O-])cc1OC	3	-6	i
3.3	3	i	2	5	-8	-3	COc1cc(OC)cc(C(=O)NC(=S)NCCc2ccccc2)c1	1	-14	i
1.1	-8	i	0	11	-3	-7	Cc1ccc(N/N=C2\CS(=O)(=O)N(C)c3ccsc32)cc1	0	-4	i
0.7	5	i	-4	-1	0	0	C=CCc1cc(S(=O)(=O)c2ccc(O)c(CC=C)c2)ccc1O	-2	-12	i
-1.5	-2	i	-1	-3	1	-2	CC(NC(=O)CN1C(=O)NC2(CCc3ccccc32)C1=O)c1ccc2c(c1)OCCO2 (stereo not drawn)	1	-2	i
-0.2	2	i	0	-2	19	4	O=C(Cc1ccccc1)Nc1ccccc1N1CCCC1	1	3	i
-1.4	-9	i	1	0	3	-8	COc1cccc(/C=N/NC(=O)CNC(=O)c2cccnc2)c1O	-5	-9	i
0.3	2	i	2	-1	-6	-7	COc1ccc(C)cc1NC(=O)CN1CCN(S(=O)(=O)c2ccc(F)cc2)CC1	-2	-12	i
-1.1	-1	i	-1	-3	-1	-10	CCCCNC(=O)c1ccc(NC(=O)CC2SC(N3CCCC3)=NC2=O)cc1 (stereo not drawn)	0	-8	i
-0.9	-1	i	-4	6	-12	-2	COC(=O)c1sc(S(=O)(=O)Nc2ccc3cn[nH]c3c2)c(C(=O)OC)c1C	4	-5	i
-0.9	2	i	-3	-5	-2	-8	O=C(CCCN1C(=O)CCC1=O)Nc1cccc(C(F)(F)F)c1	0	0	i
-0.4	0	i	3	1	-1	2	COc1ccccc1NC(=O)N1CCCC1C(=O)Nc1nnc(C(C)C)s1 (stereo not drawn)	0	-2	i
-1.1	2	i	2	2	1	1	OCC1C2c3ccccc3C(c3ccccc32)C1CO (stereo not drawn)	-3	-4	i
-1.0	-4	i	-1	3	-1	0	CCCN1CCC(NC(=O)Cc2ccccc2C)CC1	1	-4	i
-5.1	-105	i	0	-5	-4	-2	Cc1cccc(-c2nc3ccc(C(=O)NCCN4CCN(C)CC4)cc3nc2-c2cccc(C)c2)c1	-4	-11	/
-2.2	-2	i	0	-3	3	3	COc1cc2c(c(OC)c1OC)-c1ccc(SC)c(=O)cc1C(NC=O)CC2 (stereo not drawn)	0	-10	i
0.2	5	i	-1	4	3	-7	CCc1ccc(CCC(=O)Nc2nnc(CC)s2)o1	2	5	i
1.0	-6	i	4	-4	6	-6	COCC(C)n1c(C)cc(C(=O)COC(=O)/C=C/c2cccc(F)c2)c1C (stereo not drawn)	1	-9	i
-0.9	-5	i	0	8	-2	-4	CCn1nccc1C(=O)Nc1cccc(C)c1C	0	-5	i
0.1	0	i	-2	3	-7	-2	CCOc1ccc(CN2CCNC(=O)C2CC(=O)N(C)CC2CCOCC2)cc1 (stereo not drawn)	0	-2	i
-1.8	-2	i	-2	2	-1	-2	CC(C)N(C)C1CCN(C(=O)Nc2ccc(Cl)c(Cl)c2)CC1	-1	0	i
-0.7	-3	i	3	-4	-1	1	Cc1ccccc1C(=O)/C=C1/c2ccccc2CC(C)(C)N1C	-1	1	i
0.8	4	i	-5	1	2	-4	CCC(C)NS(=O)(=O)c1ccc(NS(=O)(=O)c2ccc(F)cc2)cc1 (stereo not drawn)	2	6	i
1.0	1	i	-4	-3	-3	-3	COc1cccc(-c2nc(CS(=O)(=O)CC(=O)NCCc3ccc(OC)c(OC)c3)c(C)o2)c1	-1	1	i
0.4	-3	i	16	-4	3	-11	O=C(NNC1=C(C(=O)C(F)(F)F)CCC1)c1ccc(Br)cc1	-3	-10	i
0.2	1	i	-1	2	-2	-7	COc1ccc(Cl)cc1NC(=O)COC(=O)Cc1cccs1	1	-7	i
1.5	-2	i	2	-2	2	0	COc1cccc(CNC(=O)CS(=O)(=O)Cc2nc(-c3ccc(C)cc3)oc2C)c1OC	3	2	i

Source: PubChem

Compounds as they come. Share with any hit: about 3.8%.
